Tau fluor counter – counter-screen for tau fibril formation inhibitors | tau K18 P301L Alexa594 fluorescence, heparin fibrillization | Potency, µM (doses to about 57.7 µM), for the others: top-dose activity change, negative = decrease | AID 1463 | hit rate 0.93% among 280,000; also: % is scaled to controls: 0 for no effect and ±100 for the full control effect; nearly all actives have a fitted effect of over 55% in size
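Human K18 P301L tau (15 uM unlabeled plus 0.24 uM Alexa 594-labeled, final) in 100 mM sodium acetate pH 7 was mixed with compound and 20 uM heparin and incubated 6 hr at 37 C.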
Tau fibril FP – inhibitors of human tau fibril formation; P10636; K18 P301L tau heparin fibrillization, Alexa594 FP, 6 h; Potency, µM (doses to about 57.7 µM), for the others: top-dose activity, negative = inhibition, most hits filed as inhibitors; hit rate 0.39% among 280,000; also: % is scaled to controls: 0 for no effect and ±100 for the full control effect; nearly all actives have a fitted effect of over 55% in size
Target sequence (P10636 561-689 P618L limits assumed): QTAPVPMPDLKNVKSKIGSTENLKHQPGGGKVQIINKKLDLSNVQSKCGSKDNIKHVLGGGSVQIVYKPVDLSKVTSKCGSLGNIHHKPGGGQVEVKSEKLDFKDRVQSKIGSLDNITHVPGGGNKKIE
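Human tau K18 […] P301L fragment, 15 uM unlabeled plus 0.24 uM Alexa 594-labeled tau (final), with compound and 20 uM heparin in 100 mM sodium acetate pH 7; 6 hr at 37 C, then Alexa 594 FP read.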
HttQ103 aggreg – mutant huntingtin aggregation inhibition; hit rate 1.1% among 220,000; AID 1688; PC12 HttQ103-GFP aggregates, Acumen cytometry, 40 h; Potency, µM (titrated, usually from 46.1 µM), for the others: at the highest dose activity change, negative = inhibition, most hits filed as inhibitors; also: % is scaled to controls: 0 for no effect and ±100 for the full control effect; nearly all actives have a fitted effect of over 60% in size
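Compounds (qHTS titration) were added to PC12 cells expressing an ecdysone-driven HTT exon 1 Q103–GFP fusion after induction with 100 nM tebufenozide. Aggregate formation was measured as GFP objects in cell lysates.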
Tau fibril ThT – tau fibrillization inhibition (ThT binding); recombinant tau K18 P301L (four-repeat tau fragment), heparin-induced fibrillization, ThT fluorescence; Potency, µM (doses to about 57.4 µM), inactives show top-dose activity, negative = inhibition, hits mostly inhibitors; hit rate 2.1% among 270,000; also: % is scaled to controls: 0 for no effect and ±100 for the full control effect; nearly all actives have a fitted effect of over 55% in size
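Recombinant human tau K18 fragment […] carrying P301L, 15 uM unlabeled plus 0.24 uM Alexa 594-labeled, was fibrillized with 20 uM heparin in 100 mM sodium acetate pH 7 for 6 hr at 37 C; 30 uM ThT fluorescence read after 1 hr.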
JMJD2E inh – blocks human JMJD2E demethylase activity; JMJD2E catalytic domain, FDH-coupled NADH fluorescence (FDH is formaldehyde dehydrogenase); Potency, µM (highest dose often 57.1 µM), without a hit: at the highest dose activity change, negative = inhibition, most hits filed as inhibitors; hit rate 1.6% among 230,000; AID 2147; active = well fitted inhibition curve with a large enough effect, not every such curve was filed as active; inconclusive = small, poorly fitted or top-dose-only effect, or another doubt; inactive = no such curve, though single readings can be large or run the other way;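 also: 0% = wells with enzyme and -100% = buffer wells without enzyme; nearly all actives have a fitted effect of over 50% in size; many of its hits are not listed in these tables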
Target sequence (B2RXH2 1-337 limits assumed): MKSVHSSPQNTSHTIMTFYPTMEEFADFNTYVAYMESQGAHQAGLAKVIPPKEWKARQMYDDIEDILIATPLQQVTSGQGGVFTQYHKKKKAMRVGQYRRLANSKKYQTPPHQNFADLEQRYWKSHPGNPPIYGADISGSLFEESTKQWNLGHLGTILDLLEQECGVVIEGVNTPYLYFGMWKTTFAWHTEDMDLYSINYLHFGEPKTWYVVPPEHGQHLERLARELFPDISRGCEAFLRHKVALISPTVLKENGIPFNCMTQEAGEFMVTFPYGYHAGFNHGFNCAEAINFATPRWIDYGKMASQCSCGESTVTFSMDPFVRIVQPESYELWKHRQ
SMN2 splice up – enhancers of SMN2 splice variant expression | HEK293 SMN2-luciferase splicing reporter, luminescence, 30-36 h | Potency, µM (doses to about 46.1 µM), without a hit: top-dose activity change, positive = activation, hits mostly activators | hit rate 2.8% among 210,000; also: % of control where 0% means no effect; nearly all actives have a fitted effect of over 55% in size
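HEK293 cells carry an SMN2 […]–luciferase reporter in which exon 7 inclusion puts luciferase in frame. Cells were plated 10-12 h before compound addition, then incubated 30-36 h at 37C. ONE-Glo luminescence was read; sodium butyrate at 4.5 mM final served as control.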
ALDH1A1 block – ALDH1A1 (human) enzyme inhibition; P00352; Purified ALDH1A1, NADH fluorescence, propionaldehyde substrate; Potency, µM (series often up to 75.3 µM), for the others: at the highest dose activity, negative = inhibition, actives largely listed as inhibitors; hit rate 7.3% among 220,000; active = well fitted inhibition curve with a large enough effect, not every such curve was filed as active; inconclusive = small, poorly fitted or top-dose-only effect, or another doubt; inactive = no such curve, though single readings can be large or run the other way;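 also: plate controls were no enzyme wells and a reference inhibitor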
Target sequence (P00352 whole entry, looked up): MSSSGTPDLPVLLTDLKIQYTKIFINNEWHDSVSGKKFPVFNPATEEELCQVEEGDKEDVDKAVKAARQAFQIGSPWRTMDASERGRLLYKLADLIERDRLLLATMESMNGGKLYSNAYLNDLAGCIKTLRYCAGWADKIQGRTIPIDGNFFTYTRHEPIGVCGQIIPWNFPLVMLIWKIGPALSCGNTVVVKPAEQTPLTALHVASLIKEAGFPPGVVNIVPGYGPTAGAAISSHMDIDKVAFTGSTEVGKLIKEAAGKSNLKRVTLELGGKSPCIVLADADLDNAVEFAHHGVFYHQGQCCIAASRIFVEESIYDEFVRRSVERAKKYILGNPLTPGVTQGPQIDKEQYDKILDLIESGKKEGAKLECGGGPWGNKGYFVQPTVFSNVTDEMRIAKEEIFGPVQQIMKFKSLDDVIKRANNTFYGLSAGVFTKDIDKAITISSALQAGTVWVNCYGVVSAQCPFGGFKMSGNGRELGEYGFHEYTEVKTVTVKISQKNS
HTT cytoprotect – Huntington cell model cytoprotection by ATP luminescence. PC12 HTT-Q103 induced, cytoprotection, ATP luminescence, 40 h. hit rate 0.14% among 230,000. Potency, µM (doses to about 56.4 µM), without a hit: cytoprotection (ATP increase), usual class: activators;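 also: % of control where 0% means no effect; nearly all actives have a fitted effect of over 45% in size; toxic huntingtin expression switched on by the ecdysone agonist tebufenozide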
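Huntington model: PC12 line, ecdysone-inducible HTTQ103 exon1–GFP, tebufenozide 100 nM. Test articles in a dose series. Endpoint luminescence from cellular ATP.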
An asterisk follows results filed as active; ? = inconclusive; . = no result given; & = joins results of further samples; [ ] = remark or other dose. Unless noted, calls follow the shape of the dose curve; as a rule, active = well fitted curve in the direction sought with a large enough effect; inconclusive = small, poorly fitted or top-dose-only effect, or another doubt; inactive = no such curve, though single readings can be large; an effect the other way counts as inactive or inconclusive. Potency is read from the fitted curve at half-maximal effect.

Compound,Tau fibril FP,Tau fluor counter,Tau fibril ThT,ALDH1A1 block,HTT cytoprotect,HttQ103 aggreg,JMJD2E inh,SMN2 splice up
Cc1cc(S(=O)(=O)N2CCCC2)c(C)s1,-4%,-10%,-5%,7.9µM*,6%,-11%,2%,.
O=S(=O)(c1cccc2c(I)cccc12)N1CCCNCC1,8%&7%,-2%&-5%,-4%&-4%,2%&-2%,-44%[inhibitor],.,2%,-9%&-15%
O=C1CCC([N+](=O)[O-])C(c2cccc([N+](=O)[O-])c2)N1 (stereo not given),-6%,-8%,-9%,-6%,-21%,-9%,4%,-24%
CC(C)CN(C(=O)c1ccco1)c1nc2ccccc2s1,-13%,-23%,-9%,-6%,-50%[inhibitor],-17%,?,4%
COc1cccc(C2/C(=C(/O)c3ccccc3)C(=O)C(=O)N2Cc2ccco2)c1 (stereo not given),-7%,0%,-12%,.,-1%[10 µM],5%[9.22 µM],3%,.
CCOCCCNC(=O)c1c(N)n(-c2ccc(S(N)(=O)=O)cc2)c2nc3ccccc3nc12,0%,-10%,-3%,?,-7%,-1%,?,20%
CN(Cc1ccccc1)S(=O)(=O)c1ccc2c(c1)NC(=O)CC(=O)N2,-4%,-3%,2%,?,12%[10 µM],2%,0%,-8%[1.84 µM]
C=CCn1c(O)c(C2=c3ccccc3=NC2=O)sc1=Nc1ccc(O)cc1,?,13µM*[quencher],13µM*,.,30%[10 µM],3%[9.22 µM],-19%,.
Cc1nc(N2CCC(C)CC2)c2c(C)c(C(=O)Nc3ccc(C(F)(F)F)cc3)sc2n1,?,-23%,-7%,?,19%,-30%,?,-57%[inhibitor]
COc1cc(CC(=O)Oc2ccc3c(c2)OCO3)cc(OC)c1OC,2%,-5%,-8%,-7%,3%[1.9 µM],-1%,-2%,15%
O=C(O)/C=C/C(=O)NCc1ccccn1,-7%,-11%,-20%,?,-29%,-2%,?,-6%
CN(C)/C(CN1CCCCC1)=C1\N=C(c2ccccc2)OC1=O,-5%,-13%,-12%,?,-23%,-9%,-21%,-3%
N#CCNC(=O)c1cccn1-c1ncc(C(F)(F)F)cc1Cl,0%,5%,0%,0%,3%[10 µM],-13%,8%,-9%
COCc1cc(=O)[nH]c(/N=C(\N)Nc2ccc(C)cc2)n1,-2%,-8%,-6%,-2%,0%,-12%,2%,0%
O=C(OCC(=O)N1CCCCC1)c1ccccc1SCC(=O)N1CCCCC1,-1%,6%,-2%,-8%,-7%[10 µM],19%,8%,8%
O=C(O)CNS(=O)(=O)c1ccc2c(c1)CCCC2,-12%,-10%,-3%,-3%,-27%,6%,?,7%
CCOc1ccccc1C(=O)N1CC(=O)Nc2ccc(Cl)cc2C1c1ccccc1 (stereo not given),3%,-15%,-10%,.,.,.,.,-7%
Cc1c(C#N)c(N=CN(C)C)c(C(=O)c2ccc(Br)cc2)n1-c1ccccc1,-1%,-9%,-15%,22µM*,9%,15%[9.22 µM],6%,-5%
Cc1c(F)cccc1NC(=O)C1CCCN1S(=O)(=O)c1ccc(F)cc1 (stereo not given),-14%,-13%,-6%,.,.,.,.,-15%
Cn1c(C(=O)OCC(=O)NCCc2ccccc2)cc2sccc21,-6%,4%,?,0%,-3%,2%,8%,-3%
COC(=O)Oc1ccc(/C=N/NC(=O)CN(c2ccccc2Cl)S(C)(=O)=O)cc1OC,-6%,-17%,-3%,2%,11%,-2%[9.22 µM],-2%,3%
Cc1cc(C)c(OCCNC(=O)c2ccccc2Sc2ccccc2C#N)c(C)c1,-1%,-16%,-13%,1%,21%[10 µM],-15%,-3%,-20%
O=[N+]([O-])c1nn(-c2ccc3c(c2)OCCO3)n(O)c1=Nc1ccc(Cl)cc1,?,?,14µM*,?,-90%[inhibitor],?,-1%,-60%[inhibitor]
C=CCNCC(=O)Nc1sc2c(c1C(=O)Nc1ccc(OC)cc1OC)CCC2,16%,-17%,-15%,?,2%,3%,?,-4%
N#CCc1c(C#N)c(N)nc(N2CCN(Cc3ccc4c(c3)OCO4)CC2)c1C#N,-2%,-24%,-18%,?,-2%,-28%,-20%,-17%
O=C(c1ccc2c(c1)N(Cc1ccc(Cl)cc1)C(=O)c1ccccc1S2(=O)=O)N1CCN(c2ccccn2)CC1,-5%,-17%,-1%,.,.,.,.,16%
COc1ccccc1NS(=O)(=O)c1cccc(C(=O)N/N=C/c2ccc(OCC(=O)O)cc2)c1,-4%,-2%,1%,?,-42%[inhibitor],11%,-15%,0%
O=C(Nc1ccon1)c1sc2ccccc2c1Cl,-16%,-15%,-23%,-1%,9%[10 µM],-14%,-7%,18µM*
O=C(NCc1cccs1)C1CCCN(c2ncccn2)C1 (stereo not given),-4%,7%,11%,-7%,-5%[1.9 µM],-2%,?,-8%
Fc1ccc(N2CCN(Cc3nnc(-c4ccccc4Cl)o3)CC2)cc1,?,-26%,-13%,.,.,.,.,-1%
COc1ccc(NS(=O)(=O)c2ccc3oc(SCc4ccc(F)cc4)nc3c2)cc1,?,?,3%,?,16%[10 µM],?,-8%,-69%[inhibitor]
O=C(Cc1ccc(Cl)cc1)Nc1ncccn1,4%,-7%,-8%,7%,?,18%[9.22 µM],-9%,.
Cc1cc(CNC(=O)COc2ccc(F)cc2)c2ccccc2n1,-5%,-6%,-4%,1%,19%[10 µM],?,10%,-49%[inhibitor]
O=S(=O)(c1ccc2c(c1)OCCO2)N1CCN(Cc2ccc3c(c2)OCO3)CC1,-3%,-14%,2%,-5%,-1%[10 µM],-15%,?,-39%[inhibitor]
Cc1nc(SCC(O)CO)c([N+](=O)[O-])[nH]1 (stereo not given),-9%,-14%,-3%,2%,17%,16%,-6%,8%
CC1CCN(c2oc(-c3cccs3)nc2S(=O)(=O)c2ccc(Cl)cc2)CC1,10%,?,?,.,.,.,.,-2%
O=C(c1ccc(F)cc1)N1CCN(C2CC3CCC2C3)CC1 (stereo not given),3%,2%,-4%,?,6%[10 µM],12%,-3%,3%
COc1ccccc1NC(=O)c1cc(Cl)nnc1Cl,0%,-5%,-14%,?,?,-24%,7%,0%
Cc1ccc(S(=O)(=O)N2CCN(Cc3ccccc3)CC2)c(C)c1N(C)S(=O)(=O)c1ccccc1,-2%,-15%,0%,-11%,17%[10 µM],-33%,-7%,-59%[inhibitor]
CCc1ccc(-n2nc3cc(C)c(NC(=O)c4cc(OC)cc(OC)c4)cc3n2)cc1,-10%,-19%,-8%,.,.,.,.,2%
COc1ccc(-c2nsc(NC(=O)c3oc4ccc(Cl)cc4c3C)n2)cc1,-8%,3%,-10%,.,.,.,.,4%
O=c1[nH]c(N2CCc3ccccc32)nc2c1CCCC2,0%,-2%,-1%,?,3%,-1%,2%,-15%
CCOC(=O)c1c2c([nH]c(=S)c1C#N)CCCC2,3%,-14%,?,.,14%[10 µM],-7%[9.22 µM],-8%,.
Cc1cccc(-n2c(=O)[nH]c3c(C(N)=O)nc(CC(C)C)nc32)c1,6%,3%,-2%,-14%,1%,13%,14%,0%
Cc1cc(C)n2nc(SC3CCCCN(C(=O)c4ccc(F)cc4)C3=O)nc2n1 (stereo not given),-4%,-2%,-6%,6%,-12%[10 µM],-10%,3%,-4%
C/C(O)=c1/ccc2cccc3nc(C)nc1c23,-2%,-24%,12%,?,-34%,-12%,?,-45%[inhibitor]
CCNc1nc(OC)nc(Oc2ccc(C(=O)OC)cc2)n1,-11%,-11%,-2%,-1%,-6%,13%,2%,8%
O=c1[nH]cnc2scc(-c3ccc(Br)cc3)c12,-2%,0%,-11%,9%,-27%,-10%,8%,-19%
COC(=O)c1cc(OC)c(OC)c(OC)c1NC(=O)c1ccc(S(=O)(=O)N(C)C)cc1,-3%,1%,-6%,-10%,-13%[0.074 µM],-8%,8%,11%
O=C(CN(Cc1ccco1)C(=O)CNS(=O)(=O)c1ccc(F)cc1)NCc1ccc(F)cc1,0%,-1%,3%,-13%,0%,4%,9%,13%
CCOC(=O)c1nn(-c2ccccc2)c(=O)cc1SC(C)C,6%,-6%,7%,-5%,3%,6%,2%,-29%
CCN(CC)CCNC(=O)c1ccc2c(c1)N(Cc1ccccc1)C(=O)c1ccccc1S2=O (stereo not given),-4%,-6%,2%,.,.,.,.,-18%
COc1ccc(CCNC(=O)Cn2cnc3scc(-c4ccccc4)c3c2=O)cc1OC,-7%,-12%,-12%,8%,7%[10 µM],-3%,4%,?
Cc1ccc(NC(=O)CCSc2nc(-c3ccco3)cc(C(F)(F)F)n2)cc1F,?,-28%,12%,.,.,.,.,-1%
CNc1ccccc1C(=O)N1CCc2c([nH]c3ccccc23)C1=O,-8%,-10%,-8%,?,.,.,?,-1%
O=C(c1ccccc1F)N(Cc1ccc(F)cc1)C1CCS(=O)(=O)C1 (stereo not given),-3%,-5%,0%,?,-20%[0.074 µM],-7%,1%,9%
O=C(C1CC1)N1CCc2cc(Br)cc(S(=O)(=O)N3CCN(c4ccccn4)CC3)c21,3%,-22%,-7%,1%,8%[10 µM],-5%,1%,-4%
Cc1c(CC(=O)NCCc2ccccc2F)c(=O)oc2cc(O)c(Cl)cc12,-1%,-10%,-8%,.,.,.,.,1%
C/C=C/Cn1c(SCCCc2ccccc2)nc2c1c(=O)[nH]c(=O)n2C,4%,-9%,?,?,-10%,2%,2%,-10%
CCn1c(C(=O)NCCc2ccc(S(N)(=O)=O)cc2)cc2sc(Cl)cc21,-9%,-25%,-18%,.,.,.,.,-1%
Cc1ccc(C)c(-n2c(-c3ccc(Br)cc3)csc2=NC(=O)c2ccccc2F)c1,-4%,-12%,-16%,.,4%[10 µM],-3%[9.22 µM],?,.

Only part of the results is shown (hit frequency here may not be typical).
